Screening results as filed in PubChem.
RSV antiviral HEp-2 – RSV antiviral activity via CPE protection, HEp-2 cells, primary 10 µM value included (AID 2391). HEp-2 cells, RSV-induced CPE inhibition; higher % means a stronger effect. CPE inhibition, % at 10 µM, or IC50 in µM where a hit was titrated. 310,000 tested, 0.13% active; in the data active means a potency from the dose series; inconclusive means CPE inhibition mostly from about 23% at the one dose, without a potency; inactive means the rest, 99 in 100 with CPE inhibition below about 21%; further: strong numbers were not always called active
NTR1 ag – agonists of NTR1, primary screen, imaging, U2OS cells, beta-arrestin-GFP, high content (AID 493036); Neurotensin receptor type 1 (Homo sapiens), P30989; NTR1-U2OS beta-arrestin-GFP spot imaging, agonist mode; activation, % at 20 µM; 330,000 tested, 0.17% active;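 active means activation at or above 40% of the spot to cytoplasm intensity ratio, with at least 20 cells analyzed; inconclusive means wells under 20 cells, flagged as cytotoxic or low count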;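 further: 0% = DMSO without peptide and 100% = 100 nM NTR1 peptide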
Target sequence (P30989 whole entry, looked up): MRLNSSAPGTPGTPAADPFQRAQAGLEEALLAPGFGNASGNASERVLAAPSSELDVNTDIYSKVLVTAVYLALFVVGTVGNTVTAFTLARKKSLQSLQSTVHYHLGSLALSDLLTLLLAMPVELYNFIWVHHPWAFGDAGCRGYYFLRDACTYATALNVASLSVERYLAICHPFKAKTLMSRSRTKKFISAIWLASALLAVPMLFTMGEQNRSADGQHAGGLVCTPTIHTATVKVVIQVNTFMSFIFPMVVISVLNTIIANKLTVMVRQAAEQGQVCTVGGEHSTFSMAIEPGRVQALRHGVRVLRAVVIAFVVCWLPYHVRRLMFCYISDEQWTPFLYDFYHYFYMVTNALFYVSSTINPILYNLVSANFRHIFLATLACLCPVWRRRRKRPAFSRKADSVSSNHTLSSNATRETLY
West Nile virus CPE – West Nile virus antiviral activity, cell-based, CPE readout (AID 1621); CPE inhibition, % at 10 µM, or IC50 in µM where a hit was titrated; 290,000 tested, 0.02% active; West Nile virus-infected cells, CPE inhibition; higher % means a stronger effect; in the data active means a potency from the dose series; inconclusive means CPE inhibition mostly from about 3.7% at the one dose, without a potency; inactive means the rest, 99 in 100 with CPE inhibition below about 2.2%; further: strong numbers were not always called active
Dengue-2 NS5 capping – Dengue-2 NS5 methyltransferase inhibitors, primary screen, biochemical, confirmation dose response (AID 588689) | Dengue-2 NS5 methyltransferase capping enzyme assay, biochemical; higher % means a stronger effect | inhibition, % at 25 µM; hits with a dose series show IC50 in µM | 340,000 tested, 0.3% active; in the data active means a potency from the dose series; inconclusive means inhibition above about 29% without an active follow-up result
Large T inhibition – SV40 large T antigen inhibitors, biochemical (AID 1903); SV40 large T antigen ATPase/helicase inhibition assay; higher % means a stronger effect; one-dose inhibition, % at 20 µM; IC50 in µM for titrated hits; 310,000 tested, 0.39% active; in the data active means a potency from the dose series; inconclusive means inhibition mostly from about 32% at the one dose, without a potency; inactive means the rest, 99 in 100 with inhibition below about 32%; further: strong numbers were not always called active
Rac1 GTP hydrolysis – MgcRacGAP GTPase-activating activity inhibitors, confirmation, biochemical, ADP Hunter fluorescence | 340,000 tested, 0.6% active | Rac GTPase-activating protein 1 (Homo sapiens) | MgcRacGAP-stimulated Rac1 GTP hydrolysis, ADP Hunter fluorescence; higher % means a stronger effect; GST-tagged Rac1 F28L mutant substrate | inhibition, % at 30 µM; hits with a dose series show IC50 in µM | AID 624330, 2012;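 active means first-screen hits whose inhibition reached a set limit at any dose in the follow-up dose series; inconclusive means inhibition above the set first-screen limit but never retested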;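 further: fluorescence reports GDP produced by GAP-driven GTP hydrolysis; strong numbers were not always called active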
Salmonella PhoP GFP – inhibitors of PhoP regulon expression, primary screen, Salmonella Typhimurium, GFP reporter (AID 1863); S. Typhimurium PhoP-regulated promoter GFP reporter, 4 h; higher % means a stronger effect; inhibition, % at 50 µM; hits with a dose series show IC50 in µM; 300,000 tested, 0.16% active;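 active means inhibition over 29.93%, a cutoff 3 SD above the screen mean, later confirmed by dose response; inconclusive means inhibition over 29.93% but no dose response follow-up; inactive means inhibition at most 29.93% or unconfirmed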;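 further: 0% = low Mg2+ inducing control and 100% = high Mg2+ repressing control; strong numbers were not always called active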
T cell HTS – modulators of CD8 T cell-vesicle binding, primary screen, mouse 2C CD8+ T cells, flow cytometry | 2C CD8+ T cell-vesicle binding; active compounds read low | calls only at 7 µM | 330,000 tested, 0.068% active | AID 2052, 2009;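 active means response, share of CD8 T cells binding vesicles, and their 90th percentile fluorescence all below set limits, cut at about 80% in these data, passing the limit was not always enough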
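System: murine 2C transgenic CD8+ T lymphocytes; also added: QL9-loaded Drosophila micro-vesicles; times: binding 1.5 h at 37 °C; measured by: flow cytometry, PE anti-B7-1 (FL2) versus Alexa647 anti-CD8 (FL8), PFA-fixed; control set: Peptide-free naked vesicles (low) and QL9 vesicles with 0.7% DMSO vehicle (high)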
UTI89 phage lysis – inhibition of K1F phage lysis, E. coli UTI89, bacterial capsule biogenesis inhibitors, alamar blue (AID 488966); E. coli UTI89 K1F phage lysis, alamar blue, 2 h; higher % means a stronger effect; inhibition, % at 100 µM; hits with a dose series show IC50 in µM; 340,000 tested, 0.02% active;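 active means phage lysis inhibition, versus mean bacterial control, above a set limit; inconclusive means no clear call, values can overlap the other calls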;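 further: capsule biogenesis inhibitors block K1F phage lysis so surviving cells raise fluorescence; higher fluorescence means more inhibition of phage lysis; actives were called in the ten point dose series up to 300 µM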
T cell HTS vesicle-bound % – second read-out of T cell HTS, no call of its own (marks repeat the call); double positive events, %; measured here: CD8+ vesicle-bound cell fraction;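 binding gate set so that unloaded-vesicle control wells show 10% double positive cells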
NTR1 ag cell count 20 µM – second read-out of NTR1 ag, no call of its own (marks repeat the call); cell count; measured here: cell count, cytotoxicity flag
Dengue-2 NS5 capping pilot replicate – further read-out of Dengue-2 NS5 capping, marked with its call; inhibition, %; measured here: pilot screen replicate inhibition
Numbers without * were called inactive; i = inactive; u = inconclusive; x = no result given; & = joins results of further samples; [ ] = dose if it differs, or a comment. The order is random, and some 1.5% of all compounds hit somewhere here.

SMILES	RSV antiviral HEp-2	NTR1 ag	NTR1 ag cell count 20 µM	West Nile virus CPE	Dengue-2 NS5 capping	Large T inhibition	Rac1 GTP hydrolysis	Salmonella PhoP GFP	T cell HTS	T cell HTS vesicle-bound %	UTI89 phage lysis	others
Cc1c(Cl)ccc2c(C(=O)NCCCn3nccc3C)cc(-c3ccccn3)nc12	13.8%	2.5	56	-0.3%	1.9%	5.2%	3.8%	-5.6%	i	66.4	0.3%
COc1ccccc1-c1noc(COC(=O)c2ccc(Br)o2)n1	0.9%	-1.0	100	x	-6.8%	x	2.3%	x	i	35.6	0.1%[50 µM]
COc1ccc(/C(C)=N/Nc2cc(C(F)(F)F)ccc2Cl)c(OC)c1	18.1%	1.4	47	-0.4%	x	12.3%	x	-5.9%	i	32.6	x
Cc1ccc(NC(=S)N=Nc2c(O)[nH]c3ccccc23)cc1	9.8%	4.2	39	-1.2%	-3.4%	20.1%	9.9%	2.1%	i	41.5	3.4%
COc1ccc(S(=O)(=O)Nc2ccccc2)cc1	-0.1%	2.0	56	x	-2.3%	15.0%	5.6%	x	i	21.9	0.7%
O=C(CCN1CCOCC1)NNC(=O)c1ccc(Cl)c([N+](=O)[O-])c1	x	-0.2	63	x	1.6%	x	1.0%	x	i	42.5	7.3%
COc1ccc(CC(=O)N[C@@H]2c3ccccc3CC[C@@H]2OCc2ccccc2)cc1	x	2.1	67	x	-0.3%	x	3.4%	x	x	x	0.2%	Dengue-2 NS5 capping pilot replicate=2.4
O=C(COC(=O)CCCOc1ccc(Cl)cc1Cl)NCc1ccc(F)cc1	4.0%	0.2	44	0.1%	4.8%	-2.5%	7.5%	6.1%	i	45.7	0.5%[50 µM]
O=C(CSc1nnc(-c2ccc3c(c2)OCO3)o1)Nc1ncc(Cl)cc1Cl	0.4%	-0.4	72	-0.1%	1.8%	9.3%	15.5%	-14.2%	i	21.0	-0.1%
CC(Oc1ccccc1)C(=O)NNC(=O)c1cccs1 (centres undefined)	0.0%	0.6	45	0.2%	-9.3%	3.6%	4.6%	2.3%	i	27.5	0.3%
CCCS(=O)(=O)N1CCCC(C(=O)NC(C)c2ccc3c(c2)OCCO3)C1 (centres undefined)	0.8%	1.3	36	0.4%	-4.4%	-5.0%	9.9%	-4.0%	i	44.7	0.4%
COc1ccc(NC(=O)CSc2nnc(C3CCCCC3)n2N)c(OC)c1	0.7%	0.1	54	-1.0%	1.8%	3.8%	4.9%	-10.5%	i	8.4	0.4%

Entries shown so far that contain fluorine, in the order listed:
SMILES	RSV antiviral HEp-2	NTR1 ag	NTR1 ag cell count 20 µM	West Nile virus CPE	Dengue-2 NS5 capping	Large T inhibition	Rac1 GTP hydrolysis	Salmonella PhoP GFP	T cell HTS	T cell HTS vesicle-bound %	UTI89 phage lysis	others
COc1ccc(/C(C)=N/Nc2cc(C(F)(F)F)ccc2Cl)c(OC)c1	18.1%	1.4	47	-0.4%	x	12.3%	x	-5.9%	i	32.6	x
O=C(COC(=O)CCCOc1ccc(Cl)cc1Cl)NCc1ccc(F)cc1	4.0%	0.2	44	0.1%	4.8%	-2.5%	7.5%	6.1%	i	45.7	0.5%[50 µM]

(further entries)
SMILES	RSV antiviral HEp-2	NTR1 ag	NTR1 ag cell count 20 µM	West Nile virus CPE	Dengue-2 NS5 capping	Large T inhibition	Rac1 GTP hydrolysis	Salmonella PhoP GFP	T cell HTS	T cell HTS vesicle-bound %	UTI89 phage lysis	others
Clc1ccccc1OCCCn1ccnc1	3.4%	0.2	58	0.1%	-4.3%	10.9%	13.1%	2.5%	i	56.8	-0.3%
CCOc1ccc(C(C)NC(=O)Nc2ccc(F)cc2F)cc1 (centres undefined)	0.6%	-1.0	66	-0.9%	-7.2%	11.9%	7.3%	-3.4%	i	2.8	0.3%[50 µM]
COc1ccc(NC(C)=O)cc1S(=O)(=O)Nc1ccc(OCc2ccccc2)cc1	2.8%	0.1	53	-1.3%	0.0%	12.3%	12.6%	-5.6%	i	40.0	-0.2%
O=C1N(Cc2ccc3c(c2)OCO3)c2ccccc2C1(O)c1c[nH]c2ccccc12 (centres undefined)	0.4%	5.6	56	x	-6.5%	1.6%	4.6%	-3.4%	i	22.2	-0.4%
Cc1cccc(C(=O)NNC(=O)c2ccc(NC(=O)C(C)(C)C)cc2)c1	2.0%	-0.4	55	0.2%	-1.2%	3.0%	6.8%	10.4%	i	41.3	-1.2%
C#CCNC(=O)C1=C[C@H](c2cn(C(C)=O)c3ccccc23)[C@@H](CCCO)[C@H](OCC)O1	1.5%	0.5	95	0.1%	0.8%	-1.9%	-4.4%	0.9%	x	x	0.9%
CC1CCN(S(=O)(=O)c2ccc3c(c2)N(CC(=O)NCc2cccnc2)C(=O)CS3)CC1	0.9%	-2.3	64	-0.4%	-2.7%	0.2%	10.8%	3.2%	i	10.5	0.3%
COc1ccc2nc3sc(C(=O)N4CCN(C)CC4)cc3cc2c1	-1.0%	-1.4	44	x	2.8%	13.4%	22.7%	19.2%	i	8.0	-0.1%
O=C(CSc1cccc[n+]1[O-])Nc1ccccc1Oc1ccccc1	-0.6%	1.8	40	-0.2%	1.4%	18.6%	11.1%	-0.6%	i	63.2	0.8%
NC(=O)c1cc(-c2ccccc2)nc2ccc(Br)cc12	0.5%	1.7	49	0.4%	x	6.3%	x	-10.2%	i	57.3	x
CC(O)c1ccc2c(c1)OCCOCCN(C)CCOCCO2 (centres undefined)	0.2%	-1.2	47	-0.2%	0.0%	-0.9%	1.9%	-2.3%	i	29.3	-0.3%[50 µM]
Cc1ccc(SCc2nn(C)c(Cl)c2C=O)cc1	12.3%	-0.9	26	-0.1%	0.0%	16.2%	6.9%	-3.1%	i	50.9	2.8%
O=C(N/N=C/c1ccccc1C(=O)O)C(=O)N1CCCCC1	-1.2%	1.1	48	0.1%	-4.4%	2.3%	3.0%	1.0%	i	46.7	-0.8%
O=S(=O)(Nc1ccc(Cl)c(Cl)c1)N1CCOCC1	1.6%	1.9	57	0.1%	-2.2%	11.2%	4.2%	3.9%	i	20.9	1.6%[50 µM]
CC(OC(=O)CCc1c[nH]c2ccccc12)C(=O)c1ccccc1 (centres undefined)	-0.6%	5.9	61	-0.3%	2.2%	-1.8%	1.0%	0.3%	i	52.4	-0.1%
O=C(CN1CCN(S(=O)(=O)c2ccc(Br)cc2)CC1)N/N=C/c1ccc(Br)s1	59.0%	7.0	57	-0.2%	-1.5%	5.2%	-1.4%	-8.0%	i	29.2	-0.1%
CCSCc1nnc(SCC(=O)Nc2cccc(C(C)=O)c2)n1C	-1.9%	1.1	55	0.5%	-1.5%	0.1%	2.2%	1.1%	i	52.0	0.2%
CCOC(=O)c1cnc2c(ccc3ccccc32)c1NCCCN(C)C	-1.7%	0.0	49	21.6%	-0.6%	7.3%	25.0%	-0.8%	i	68.8	0.4%
O=C(NCCN1C(=O)S/C(=C\c2ccccc2F)C1=O)C1CC(=O)N(Cc2ccccc2)C1 (centres undefined)	1.6%	3.4	37	x	6.8%	x	4.8%	x	i	42.9	0.1%[50 µM]
CCOc1ccc(NC(=O)CN(C)C(=O)c2ccc3nc(CC)c(CC)nc3c2)cc1OCC	-0.2%	-0.1	72	x	-6.6%	12.1%	1.0%	-9.1%	i	40.3	0.8%[50 µM]
CSc1cccc(NC(=O)c2cnccn2)c1	2.4%	-0.4	55	0.1%	0.0%	-4.4%	2.0%	4.5%	i	42.2	0.5%
CCCC(=O)N(c1ccc2oc(=O)sc2c1)S(=O)(=O)c1ccccc1	1.6%	5.2	61	-0.3%	0.7%	22.9%	27.6%	-3.2%	i	40.8	-0.1%
O=S1(=O)[C@H]2C[C@@H]3C=C[C@@]2(CN1Cc1ccc(Cl)cc1)O3	1.4%	4.1	84	-1.4%	-4.7%	11.9%	6.2%	x	i	26.2	-0.7%
C/C(N)=C(/C#N)C(=O)CSc1ccc2c(c1)OCCO2	-1.6%	1.3	34	0.2%	-2.8%	1.8%	8.0%	-3.2%	i	9.2	0.2%
O=C(NCc1ccc2c(c1)OCO2)C1CCCN(S(=O)(=O)c2cccnc2)C1 (centres undefined)	0.4%	5.0	40	0.1%	2.1%	1.4%&3.5%	5.2%	4.4%	i	18.4	0.4%
Cc1ccc(C(=O)N/C(=C\c2cccs2)C(=O)N2CCCCCC2)cc1	1.2%	0.7	72	0.1%	-2.1%	3.3%	-2.4%	-16.8%	i	21.9	1.2%
Fc1ccc(NC(=S)N2CCCCC2)cc1	17.4%	-1.1	28	0.7%	-13.1%	9.7%	-1.5%	-9.7%	i	38.5	0.1%
O=C(NC(=S)Nc1ccccc1F)c1ccc(Br)o1	1.0%	0.5	66	-0.1%	-8.8%	-0.3%	7.1%	0.8%	i	61.8	-0.2%
Cc1c(C(=O)OCC(=O)NCc2ccc3c(c2)OCO3)cccc1[N+](=O)[O-]	0.8%	-1.7	46	0.2%	0.0%	12.4%	4.9%	-2.1%	i	26.5	4.9%
COc1ccc(C2C(Oc3ccccc3C)C(=O)N2Cc2ccc(F)cc2)cc1OC (centres undefined)	4.9%	0.8	36	-0.5%	-12.2%	5.2%	2.5%	5.6%	i	23.0	-0.3%
CCc1cc(C(=O)OC)c(NC(=O)c2cc(Br)cs2)s1	0.1%	7.3	59	u	10.4%	7.8%	6.5%	-0.1%	i	43.3	-1.4%
Cc1ccc(N2CCN(/N=C/c3cccs3)CC2)cc1	3.8%	-0.6	85	-0.1%	-1.4%	7.1%	5.2%	0.7%	i	0.7	3.6%
